Screening data from PubChem BioAssay.
PREPL inhibitor: PREPL enzyme inhibitors, primary screen, biochemical, fluorescence polarization; AID 2751, 2010; inhibition, % at 5.96 µM; Prolyl endopeptidase-like (Homo sapiens), Q4J6C6; 0.68% of 320,000 active; recombinant PREPL, fluorescence polarization activity-based probe; in the data active means inhibition above about 43%;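 further: 0% = enzyme with DMSO and 100% = wells lacking enzyme; many of its hits are not listed in these tables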
ZTA counter: ZTA (EBV) inhibition in EBNA-1 counter-screen. AID 2234. P03206. 0.15% of 320,000 active. inhibition, % at 11 µM. ZTA-DNA binding, fluorescence polarization; in the data active means inhibition above about 33%
Target sequence (P03206 whole entry, looked up): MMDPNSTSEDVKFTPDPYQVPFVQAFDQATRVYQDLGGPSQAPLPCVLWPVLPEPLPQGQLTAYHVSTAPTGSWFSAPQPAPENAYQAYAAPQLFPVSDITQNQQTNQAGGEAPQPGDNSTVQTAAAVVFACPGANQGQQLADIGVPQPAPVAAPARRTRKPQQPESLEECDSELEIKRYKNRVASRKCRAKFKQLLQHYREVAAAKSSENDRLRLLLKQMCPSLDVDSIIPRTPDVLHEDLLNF
PAD4 FP inh: human PAD4 inhibitors, primary screen, biochemical, fluorescence polarization, 1536-well format; recombinant PAD4, RCA probe fluorescence polarization; inhibition, % at 6.36 µM; 0.41% of 330,000 active; AID 485272, 2010;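 active means percent inhibition above a cutoff equal to the mean of all tested compounds plus 3 SD, cut at about 15% in these data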;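 further: 0% = PAD4 with RCA probe and DMSO and 100% = probe without PAD4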
LYPLA1 inh: LYPLA1 inhibitors, primary screen, counter-screen for PME1 inhibitor project, biochemical, fluorescence polarization, FP-Rh probe ABPP; recombinant LYPLA1; inhibition, % at 5.9 µM; 0.16% of 320,000 active; AID 2174, 2009; Acyl-protein thioesterase 1 (Homo sapiens), O75608;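 active means inhibition above the mean of all tested compounds plus 3 SD, set per campaign, cut at about 14% in these data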;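 further: inhibitors block serine hydrolase probe labeling of LYPLA1 so polarization falls; 0% = enzyme with DMSO and 100% = wells lacking LYPLA1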
GSTO1 inh: inhibitors of recombinant GSTO1, primary screen, counter-screen for RBBP9 inhibitor project, biochemical, fluorescence polarization; Glutathione S-transferase omega-1 (Homo sapiens), P78417; 1.1% of 300,000 active; inhibition, % at 5.96 µM; activity-based probe fluorescence polarization;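 active means inhibition above the campaign mean inhibition plus 3 SD, cut at about 35% in these data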;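 further: 0% = GSTO1-1 with DMSO and 100% = wells lacking GSTO1-1 enzyme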
LYPLA2 counter: LYPLA2 inhibitors, primary screen, counter-screen for PME1 inhibitor project, biochemical, fluorescence polarization, FP-Rh probe ABPP. Acyl-protein thioesterase 2 (Homo sapiens), O95372. recombinant LYPLA2. inhibition, % at 5.9 µM. 0.38% of 320,000 active. AID 2177, 2009;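 active means inhibition above the screen-wide mean plus 3 SD, limit set per campaign, cut at about 26% in these data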;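 further: 0% = LYPLA2 with DMSO and 100% = wells lacking LYPLA2 enzyme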
Target sequence (O95372 whole entry, looked up): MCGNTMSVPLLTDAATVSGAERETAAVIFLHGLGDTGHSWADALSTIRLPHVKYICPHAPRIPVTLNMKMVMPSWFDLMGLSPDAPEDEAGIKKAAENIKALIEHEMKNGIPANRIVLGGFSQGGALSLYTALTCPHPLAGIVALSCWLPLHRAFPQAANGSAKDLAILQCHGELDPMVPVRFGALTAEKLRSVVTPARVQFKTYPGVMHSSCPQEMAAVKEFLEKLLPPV
PAFAH1B3 inh: PAFAH1B3 enzyme inhibitors, primary screen, biochemical, fluorescence polarization, human | Platelet-activating factor acetylhydrolase IB subunit alpha1 (Homo sapiens), Q15102 | recombinant PAFAH1B3, FP-rhodamine probe | inhibition, % at 3.39 µM | 0.28% of 340,000 active | AID 492972, 2010;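 active means inhibition above the screen-wide average of all tested compounds plus 3 SD, cut at about 25% in these data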;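 further: 0% = enzyme with DMSO only and 100% = wells lacking PAFAH1B3 protein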
Target sequence (Q15102 whole entry, looked up): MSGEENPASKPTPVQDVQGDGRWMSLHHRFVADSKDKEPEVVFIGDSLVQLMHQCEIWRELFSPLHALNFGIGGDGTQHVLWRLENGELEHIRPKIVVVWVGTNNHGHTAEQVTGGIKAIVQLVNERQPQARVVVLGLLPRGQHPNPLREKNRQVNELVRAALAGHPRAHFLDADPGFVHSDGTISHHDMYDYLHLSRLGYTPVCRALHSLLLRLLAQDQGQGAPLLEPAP
PAFAH2 FP inh: PAFAH2 enzyme inhibitors, primary screen, biochemical, fluorescence polarization, human. recombinant PAFAH2, FP-rhodamine activity probe. inhibition, % at 3.39 µM. 0.99% of 340,000 active. AID 492956, 2010;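 active means inhibition above the mean over all tested compounds plus 3 SD, cut at about 30% in these data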;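 further: inhibitors block probe labeling of enzyme so polarization drops; 0% = enzyme with DMSO and 100% = wells lacking PAFAH2 protein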
EBNA-1 inhibitor: EBNA-1 DNA-binding inhibitors, primary screen, biochemical, fluorescence polarization. inhibition, % at 14.8 µM. 0.34% of 300,000 active; in the data active means inhibition above about 28%
* = called active by the depositor; . = no result given. These rows are one share of the data. The share of hits here may be higher or lower than overall.

structure	PREPL inhibitor	ZTA counter	PAD4 FP inh	LYPLA1 inh	GSTO1 inh	LYPLA2 counter	PAFAH1B3 inh	PAFAH2 FP inh	EBNA-1 inhibitor
CCCCNC(=O)N1CCN(C(c2ccccc2)c2ccccc2)CC1	14	-23	3	0	0	5	5	-3	-12
Cc1ccc(CNC2CCCCC2)s1	4	4	-1	-6	7	-1	0	-4	10
CCN(CC(=O)NC(C)C)C(=O)c1ccc(S(=O)(=O)N(C)c2ccccc2OC)cc1	5	-6	2	5	-2	7	-3	1	0
COc1ccc(Cl)cc1NC(=O)c1ccccc1C	3	-16	1	-5	6	-3	10	0	-2
O=C(COC(=O)/C=C/c1ccc(Br)o1)Nc1ccccc1F	-4	13	-6	1	8	6	.	.	10
COCCCNC(=O)CCCCCNS(=O)(=O)c1ccc(Br)cc1	7	23	-2	3	6	-8	3	4	6
COc1ccccc1CCC(=O)OCC(=O)N1CCN(S(=O)(=O)c2ccc(C)cc2C)CC1	10	10	-4	3	9	2	10	6	6
CCN1CCN(C(=O)NC2CC(=O)N(c3ccc(OC)cc3)C2)CC1 (configuration not stated)	-2	14	-6	-2	8	2	11	1	-2
COc1ccc(CN2CCNC(=O)C2CC(=O)N2CCCCO2)c(OC)c1 (configuration not stated)	5	6	1	-2	2	-2	7	-7	3
Cc1c(CCC(=O)O)c(=O)oc2cc3occ(-c4ccccc4)c3cc12	9	8	4	-2	-16	6	3	4	-4
CC1(C)COC(Cn2c3ccccc3c3ccccc32)O1 (configuration not stated)	10	12	-1	-2	0	-3	3	2	-5
CN(C#N)c1nc(N2CCOCC2)nc(N2CCOCC2)n1	10	-2	3	1	6	5	-3	-3	3
COc1ccc(CCNC(=O)CCCCCN2C(=O)[C@@H]3Cc4ccccc4CN3C2=O)cc1OC	20	3	1	0	2	0	0	6	5
O=C(OCC(=O)c1cccs1)c1ccccc1	5	-16	-2	0	-1	11	0	12	-5
Cn1cc(-c2nnnn2-c2cccc(C(F)(F)F)c2)c(C(F)(F)F)n1	5	-5	-4	0	12	5	10	0	-10
O=C(/C=C/c1ccco1)OCC(=O)c1cccc([N+](=O)[O-])c1	-1	12	-7	-1	4	5	4	8	4
O=C(Nc1nc2ccccc2s1)C1CC(=O)N(c2ccc(F)cc2)C1 (configuration not stated)	19	-1	2	2	4	7	12	0	-4
COc1cccc(-c2cc(C(=O)NCc3ccc(Cl)cc3)no2)c1	2	6	-1	1	1	2	-1	-8	8
CC(=O)NC1=NN(C(C)=O)C(C)(CS(=O)(=O)c2ccc(Cl)cc2)S1 (configuration not stated)	11	-10	4	4	4	-2	2	2	-3
CC(=O)c1cnn(-c2ccccc2)c1C	-4	-1	-2	-1	5	2	10	-1	-6

Single values from the results shown.
PAFAH2 FP inh with O=C(Nc1nc2ccccc2s1)C1CC(=O)N(c2ccc(F)cc2)C1 (configuration not stated) : 0
LYPLA1 inh with COc1cccc(-c2cc(C(=O)NCc3ccc(Cl)cc3)no2)c1 : 1

Further entries.
structure	PREPL inhibitor	ZTA counter	PAD4 FP inh	LYPLA1 inh	GSTO1 inh	LYPLA2 counter	PAFAH1B3 inh	PAFAH2 FP inh	EBNA-1 inhibitor
O=C(c1ccnc(Cl)c1)N1CCCC(Nc2ccc(F)cc2)C1 (configuration not stated)	7	-15	-4	1	0	2	6	-3	-8
COc1cc(/C=N/NC(=O)NC23CC4CC(CC(C4)C2)C3)ccc1OCC(N)=O	3	2	-2	0	-1	-9	4	7	-1
Cc1ccc2cc(C3CC(c4ccco4)=NN3S(=O)(=O)c3ccccc3)c(Cl)nc2c1 (configuration not stated)	-6	-8	-1	-6	-3	-7	-7	-1	-11
CN(CC(=O)Nc1ccccc1Br)C(=O)C(Cc1ccccc1)NC(=O)c1ccccc1 (configuration not stated)	9	-6	-3	2	7	8	3	1	-6
Cc1cccc(C(C)C)c1NC(=O)CSc1ncnc2[nH]ncc12	13	.	-3	.	.	.	9	9	.
CCc1c(C#N)c(SCCC(=O)Nc2ccc(OC)cc2)nc2c1C(=O)CC(C)(C)C2	17	-1	-1	-5	-18	-15	2	-2	-19
Cc1nc2nc(SCC(=O)Nc3cccc(F)c3)[nH]c2cc1Br	11	-3	-7	-3	-3	2	6	0	6
O=C(NC1CCS(=O)(=O)C1)c1cccc(S(=O)(=O)N2CCCC2)c1 (configuration not stated)	1	9	-1	-1	1	-2	9	7	-3
CSc1nc2ccccc2n1CC(=O)Nc1c(C)n(C)n(-c2ccccc2)c1=O	-3	14	-1	0	7	7	5	4	6
COc1ccc(C(=O)NCc2nnc(SCC(=O)Nc3nnc(C)s3)o2)cc1OC	22	-10	-1	0	11	5	3	2	0
COc1ccc(CNC(=O)C2CCCN(S(=O)(=O)c3ccc4c(c3)CCCN4C(C)=O)C2)cc1 (configuration not stated)	1	18	4	0	4	1	3	2	8
COC(=O)NNC(=O)Cc1cccc2ccccc12	10	-27	-3	2	3	2	7	-3	-12
CCS(=O)(=O)N1CCC(NC(=O)C2CCCCC2)CC1	-2	4	-3	1	-1	1	-1	3	9
O=C1C2C3C=CC(C3)C2C(=O)N1c1ccc2ccccc2c1 (configuration not stated)	12	-6	6	1	7	10	5	0	-7
CCCC(CCC)n1[nH]c(=O)c2c(C)cc(C)nc21	12	-26	3	3	3	14	9	-8	9
CCOC(=O)N1CCC(N2Cc3cccc(C(=O)Nc4ccc(OC)c(OC)c4)c3C2=O)CC1	13	13	1	-3	-4	0	0	-3	5
Cc1ccc(CNC(=O)Cn2cnc3c(NC(=O)OCc4ccccc4)ncnc32)o1	-15	-8	0	-1	.	3	0	1	.
COc1ccc(N(CC(=O)NC2CCCCC2)C(=O)CNC(=O)c2ccco2)c(OC)c1	20	-1	-3	-1	2	5	2	-9	-1
COC(CNc1ccc([N+](=O)[O-])c(NCC(OC)OC)c1C#N)OC	3	13	-1	-2	4	4	6	0	8
CCCCCCCCC[n+]1cccc2c3ccccc3ccc21	12	-17	6	0	7	19	-1	-2	-20

Further compounds follow.
structure	PREPL inhibitor	ZTA counter	PAD4 FP inh	LYPLA1 inh	GSTO1 inh	LYPLA2 counter	PAFAH1B3 inh	PAFAH2 FP inh	EBNA-1 inhibitor
CCN1C(N(C)CCc2c[nH]c3ccccc23)=N[C@@H](c2cccc(C(F)(F)F)c2)C(C(=O)OC)=C1C	56*	.	0	.	.	.	9	1	.
Cc1ccc(C(=O)COC(=O)C(C)N2C(=O)C3C4CCC(C4)C3C2=O)cc1C (configuration not stated)	11	0	3	3	7	-4	0	0	4
NS(=O)(=O)c1ccc(CCNC(=O)C2CCN(S(=O)(=O)c3cnc[nH]3)CC2)cc1	1	1	0	1	1	11	13	5	3
Nc1n[nH]c2c1C1(CCCCC1)Cc1ccccc1-2	6	9	-2	-2	-2	0	7	1	12
c1ccc(CN2CCC(Nc3nc(-c4cccs4)nc4ccccc34)CC2)cc1	-21	11	-5	-12	-19	-18	-3	-17	6
O=C(CCN1C(=O)COc2ccccc21)NCCN1CCN(c2cccc(Cl)c2)CC1	7	8	5	-7	-2	23	-7	-9	7
COc1ccc(C(=O)COC(=O)CNS(=O)(=O)c2ccc(C)cc2)cc1	-6	-7	-5	0	4	0	7	-10	-17
O=C(NCc1n[nH]c(=S)n1Cc1ccccc1)c1ccccc1	0	-2	8	5	10	2	1	7	-2
Cc1ccc(N2CCN(C(=O)c3cccc([N+](=O)[O-])c3)CC2)cc1Cl	43	11	-2	-2	-1	0	-2	1	-6
CC(C)C(=O)Nc1cccc(C(=O)Nc2cc([N+](=O)[O-])ccc2F)c1	2	12	-1	-4	6	-2	3	-6	6
COCCCNC(=O)Cc1c(C)c2cc3c(cc2oc1=O)OC(C)(C)CC3	-5	6	4	0	7	-2	5	2	9

In the list so far, 6 have a furan ring, fused or not:
structure	PREPL inhibitor	ZTA counter	PAD4 FP inh	LYPLA1 inh	GSTO1 inh	LYPLA2 counter	PAFAH1B3 inh	PAFAH2 FP inh	EBNA-1 inhibitor
O=C(COC(=O)/C=C/c1ccc(Br)o1)Nc1ccccc1F	-4	13	-6	1	8	6	.	.	10
Cc1c(CCC(=O)O)c(=O)oc2cc3occ(-c4ccccc4)c3cc12	9	8	4	-2	-16	6	3	4	-4
O=C(/C=C/c1ccco1)OCC(=O)c1cccc([N+](=O)[O-])c1	-1	12	-7	-1	4	5	4	8	4
Cc1ccc2cc(C3CC(c4ccco4)=NN3S(=O)(=O)c3ccccc3)c(Cl)nc2c1 (configuration not stated)	-6	-8	-1	-6	-3	-7	-7	-1	-11
Cc1ccc(CNC(=O)Cn2cnc3c(NC(=O)OCc4ccccc4)ncnc32)o1	-15	-8	0	-1	.	3	0	1	.
COc1ccc(N(CC(=O)NC2CCCCC2)C(=O)CNC(=O)c2ccco2)c(OC)c1	20	-1	-3	-1	2	5	2	-9	-1
